# High-throughput results: PubChem BioAssay, several laboratories
# cardiac RTF act: cardiac RTF calcium sensitization. P19429+P45379. IANBD-labeled TnC RTF fluorescence at EC20 calcium; 0% EC20 calcium, 100% full calcium. activation, % at 7.2 µM. actives 0.24% (n = 340,000);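 active = activation above the mean over all tested compounds plus 3 SD, cut at about 30% in these data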;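 note: rise in fluorescence read as greater calcium sensitivity of cardiac thin filaments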
# dFosB activator: activators of mouse delta FosB homodimer; P13346; purified delta FosB, TAMRA-CDK5 oligo fluorescence polarization; percent of positive-control signal above neutral wells; activation, % at 25 µM; actives 0.99% (n = 340,000); AID 493131;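 active = mean activation above about 17%, with every replicate also reaching it, limit read from the data, passing the limit was not always enough; inconclusive = only one of the two conditions met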;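 note: fluorescence polarization rise as delta FosB binds a TAMRA Cdk5 AP-1 oligo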
# SR-BI uptake up: activators of SR-BI mediated HDL lipid uptake | CHO ldlA[mSR-BI] cells, DiI-HDL uptake fluorescence, 3 h; 100 = double the neutral-control signal | activation, % at 12.5 µM | actives 0.096% (n = 320,000) | AID 504775;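 active = mean replicate activation of at least 60% and every replicate at or above 60%; inconclusive = mean or all-replicate condition met, but not both; inactive = mean below 60% and not all replicates reaching 60%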;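 note: 0% = median plate neutral-control signal and 100% = twice that signal; values of inactives mirror those of a sister screen read the other way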
#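 system = CHO ldlA[mSR-BI] cells, LDL receptor-null, SR-BI overexpressing | medium = Ham's F12 with 0.5% BSA, HEPES 25 mM, pH 7.4 | probe or stimulus = DiI-HDL 10 µg/mL | compound dosing = single-point compound dose | incubation = compound exposure 3 h, 37 °C | technique = DiI fluorescence, bottom read | read-out = cell-associated DiI fluorescence as measure of HDL uptake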
# PvdQ acylase: blocks Pseudomonas aeruginosa PvdQ acylase activity. purified PvdQ acylase, fluorescence plate reader. inhibition, % at 10 µM. actives 0.063% (n = 340,000); in the data active = inhibition above about 30%, passing the limit was not always enough; inconclusive = no clear call, values can overlap the other calls;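 note: 0% = vehicle neutral wells and 100% = reference inhibitor wells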
# MITF TRPM1 HTS: increases MITF-driven TRPM1 promoter luciferase signal; SK-MEL-5 TRPM1-promoter luciferase, 24 h; % of positive control, neutral wells = 0; activation, % at 12.5 µM; actives 0.75% (n = 300,000); AID 588334;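 active = mean activation of at least 80% with every replicate also reaching 80%; inconclusive = mean reaches 80% but some replicate falls short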;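 note: 0% = neutral control wells and 100% = parthenolide positive control wells; values of inactives mirror those of a sister screen read the other way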
# SR-BI HDL uptake: mouse SR-BI HDL lipid transfer inhibition | Q61009 | actives 0.96% (n = 320,000) | ldlA[mSR-BI] CHO cells, DiI-HDL uptake fluorescence, 3 h | inhibition, % at 12.5 µM;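 active = mean replicate inhibition of at least 70% and a set share of replicates each scoring 70 or more; inconclusive = meets just one of the two criteria; inactive = fails both criteria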;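 note: 0% = median of neutral control wells and 100% = median of positive control wells; values of inactives mirror those of a sister screen read the other way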
# Target sequence (Q61009 whole entry, looked up): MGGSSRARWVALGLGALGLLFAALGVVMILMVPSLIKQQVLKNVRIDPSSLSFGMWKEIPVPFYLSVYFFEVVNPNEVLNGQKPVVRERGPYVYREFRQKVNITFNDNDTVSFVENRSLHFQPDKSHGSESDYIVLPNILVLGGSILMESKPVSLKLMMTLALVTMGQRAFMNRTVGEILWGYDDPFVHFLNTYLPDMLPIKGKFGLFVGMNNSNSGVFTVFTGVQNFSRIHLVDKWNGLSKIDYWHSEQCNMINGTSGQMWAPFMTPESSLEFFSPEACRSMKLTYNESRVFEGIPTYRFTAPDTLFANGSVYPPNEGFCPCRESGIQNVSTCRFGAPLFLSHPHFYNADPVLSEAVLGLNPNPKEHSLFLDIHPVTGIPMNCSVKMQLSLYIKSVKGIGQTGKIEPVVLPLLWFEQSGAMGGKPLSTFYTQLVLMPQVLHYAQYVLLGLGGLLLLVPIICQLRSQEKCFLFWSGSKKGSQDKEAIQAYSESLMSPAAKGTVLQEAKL
# Rtt109 Vps75: blocks Candida albicans Rtt109/Vps75 acetyltransferase activity; Q5AAJ8; purified Rtt109/Vps75, ThioGlo CoA-SH fluorescence, 4 h; inhibition, % at 34.9 µM; actives 0.16% (n = 330,000);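 active = inhibition of at least 50% in every replicate; inconclusive = best replicate reaches 50% inhibition but some replicates fall short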
# Wnt act: Wnt/beta-catenin pathway activation; Wnt/beta-catenin reporter cell assay, activator, plate reader; activation, % at 9.35 µM; actives 1.2% (n = 300,000); AID 743398; in the data active = activation above about 30%, passing the limit was not always enough; inconclusive = no clear call, values can overlap the other calls;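 note: 0% = neutral control wells and 100% = positive control wells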
# CDK5 inh: inhibitors of human CDK5/p35 kinase; Recombinant CDK5/p35, ADP-Glo luminescence, 60 min; Q00535+Q15078; actives 0.01% (n = 330,000); inhibition, % at 10 µM;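 active = highest replicate inhibition of at least 50% and at least 75% of replicates reaching 50%; inconclusive = only one of the two criteria met; inactive = both criteria failed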;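 note: plate controls were DMSO neutral control for no effect and GW8510 at 10 µM for full effect; many of its hits are not listed in these tables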
# HTR5A ag: counter-screen for OPRM1-OPRD1 agonists: human HTR5A agonism; activation, % at 9.3 µM; P47898; actives 0.61% (n = 340,000); HTR5A agonist assay, luminescence, cell-based; in the data active = activation mostly above about 9.5%, no sharp cut-off; inactive = mostly below about 7.6%;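 note: 0% = cells with vehicle only and 100% = reference agonist; strong numbers were not always called active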
# Target sequence (P47898 whole entry, looked up): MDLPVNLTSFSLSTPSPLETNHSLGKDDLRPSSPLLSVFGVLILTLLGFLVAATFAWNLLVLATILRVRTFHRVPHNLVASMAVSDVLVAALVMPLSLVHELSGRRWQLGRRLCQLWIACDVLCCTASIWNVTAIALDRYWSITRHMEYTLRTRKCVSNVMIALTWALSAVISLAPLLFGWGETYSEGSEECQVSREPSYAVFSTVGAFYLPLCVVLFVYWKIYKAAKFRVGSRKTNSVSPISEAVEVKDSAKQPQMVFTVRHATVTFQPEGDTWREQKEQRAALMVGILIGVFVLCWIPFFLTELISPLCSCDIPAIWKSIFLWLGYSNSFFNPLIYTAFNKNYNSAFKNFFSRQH
# * marks the source's active call; other numbers are inactive results; ? = inconclusive; nt = not tested or not shown.
SMILES,cardiac RTF act,dFosB activator,SR-BI uptake up,PvdQ acylase,MITF TRPM1 HTS,SR-BI HDL uptake,Rtt109 Vps75,Wnt act,CDK5 inh,HTR5A ag
COc1cc(C(=O)NCC(=O)OCC(=O)Nc2nnc(-c3ccccc3)o2)cc(OC)c1OC,-6,-3,-2,-11,3,2,0,-1,-0.6,2
CCc1cc(/C(Cc2ccc3ccccc3n2)=N\O)c(O)cc1O,-3,-7,12,-20,-8,-12,12,-6,0.9,1
Cc1ccnc(N/N=C/c2ccccc2)n1,0,0,-7,-6,29,7,0,22,2.3,1
CC(=O)N1[C@H](Cc2ccccc2)C=C[C@]1(C)C(=O)NCc1ccc(C)o1,0,-4,-15,-12,-9,15,-14,nt,-0.1,-2
CCOc1ccc(C(=O)CCN2CCCCCC2)cc1,0,3,25,-8,-9,-25,-3,nt,-0.7,9
CCCCc1cc(=O)oc2cc(OS(C)(=O)=O)ccc12,0,-8,-7,-1,-8,7,-5,nt,-1.3,0
COc1cc(-c2cc(-c3ccc(N)cc3)[nH]c(=O)c2C#N)cc(OC)c1OC,10,-4,-1,-21,nt,1,10,3,1.0,-1
O=C(Nc1nnc(C(F)(F)F)s1)C1COc2ccccc2O1 (stereo not drawn),2,2,12,0,-12,-12,-4,nt,0.4,2
CC(C)(C)N=Cc1cc(-c2ccccc2)sc1O,10,-4,?,1,nt,-153,-8,63*,-0.8,3
O=C(O)C1C2C=CC(C2)C1C(=O)NCCCc1ccccc1 (stereo not drawn),3,6,-5,6,16,5,-6,-2,-1.2,4
CCn1c(SCC(=O)N/N=C/c2ccc(C)o2)nnc1-c1ccc(C(C)(C)C)cc1,6,0,-52,?,-12,52,16,nt,0.9,-1
Cc1c(Cl)cccc1NC(=O)Nn1cnnc1,-4,3,9,-5,-5,-9,-4,1,-0.7,-1
Cn1c(N)c(C(=O)COC(=O)/C=C/c2cccc(C(F)(F)F)c2)c(=O)n(C)c1=O,-5,-13,2,9,0,-2,7,-4,-0.5,1
COc1ccc(S(=O)(=O)Nc2ccc(N3CCOCC3)nc2)cc1,4,-6,-6,-5,0,6,4,0,0.3,-2
Cc1ccc(C(=O)NC(=S)Nc2ccc(-c3ccc(CO)o3)cc2)cc1,3,-2,-33,-7,4,33,6,-1,1.0,15*
CC1CCCC/C1=N\Nc1ccc(S(N)(=O)=O)cc1[N+](=O)[O-] (stereo not drawn),-5,-3,3,-5,-3,-3,10,1,-1.1,9
CCOc1ccc2nc(C)cc(Nc3cccc([N+](=O)[O-])c3)c2c1,0,10,-58,-11,-83,58,4,-2,-0.5,2
CCCCC(=O)Nc1ccc2c(c1)OCCO2,-1,10,-16,-16,nt,16,-1,14,0.4,0
Cc1ccc(S(=O)(=O)/N=C(\Nc2cc(C)on2)c2ccc(Cl)cc2)cc1,-6,-11,-21,-22,14,21,-5,2,-1.8,-1
CCN(C(=O)c1cc2cc(OC)ccc2oc1=O)c1ccccc1,0,0,-4,7,-7,4,6,nt,0.3,-2
CCOC(=O)c1c(NC(=O)c2nn(CC)cc2Br)sc(C)c1C,-1,1,-30,-10,13,30,-6,nt,0.2,6
c1ccc(Nc2nc(NCc3ccco3)c3ccccc3n2)cc1,9,?,-7,-16,nt,7,-2,-16,-2.2,-1
CC(=O)c1ccc(NS(=O)(=O)c2ccc(-c3cnc(C4CC4)o3)cc2)cc1,-7,-12,7,-12,3,-7,2,nt,0.9,3
O=C(N=Nc1c(O)[nH]c2ccc(Br)cc12)c1cc(-c2cccc3ccccc23)n[nH]1,2,-8,-23,-6,0,23,0,-6,-1.4,-1
Cc1ccc(NC(CC(=O)c2ccccc2)c2ccc(F)cc2)cc1 (stereo not drawn),1,-11,4,-13,47,-4,-5,10,0.7,-1
CCC(=O)NC(=S)Nc1c(C)cc(Br)cc1C,-2,0,-10,-15,6,10,-10,-2,-0.8,0
Cc1noc(C)c1-c1csc(N2CCC(C(N)=O)CC2)n1,6,-1,10,-5,48,-10,-5,22,2.0,8
CCCCN(C(=O)c1ccc(S(=O)(=O)N(C)C)cc1)c1nc2ccccc2s1,-8,-1,-16,-4,-11,16,4,nt,-0.8,-1
O=S(=O)(NCc1csc(-c2cccnc2)n1)c1ccc(F)cc1,4,-2,0,-23,0,0,-4,-1,-3.0,-1
Cc1ccc(N(C(=O)c2ccc3c(c2)OCO3)C2C=CS(=O)(=O)C2)cc1 (stereo not drawn),0,-5,0,2,1,0,-17,nt,-1.3,6
Cc1ccsc1C(=O)OCC(=O)N1CC(C)CC(C)C1 (stereo not drawn),-4,-10,-26,-12,13,26,-6,-1,-0.1,0
CC(=O)OCc1nc2sc(C)c(C)c2c(=O)[nH]1,1,4,21,-11,-1,-21,-8,nt,0.5,-1
CC(=O)Nc1ccc(S(=O)(=O)NC(C)C(=O)NCC(c2ccco2)N2CCCCC2)cc1 (stereo not drawn),0,9,24,-17,nt,-24,4,1,0.7,-3
CCOC(=O)C(C)Oc1ccc(C2NC(=O)NC(C)=C2C(C)=O)cc1Br (stereo not drawn),-11,-18,-20,-11,-1,20,-8,-1,0.1,-2
Fc1cc(NCc2ccccc2)nc(NCc2ccccc2)n1,12,1,-2,-20,11,2,-4,1,-9.7,4
CSc1ccc(S(=O)(=O)NCC(=O)OCC(=O)N(Cc2ccccc2)C(C)C)cc1[N+](=O)[O-],-8,-9,32,2,-3,-32,22,-3,0.4,-3
CC(C)C(=O)Nc1nc2ccc(S(C)(=O)=O)cc2s1,2,-1,5,17,-8,-5,9,8,2.5,-3
Cc1ccc(NC(=O)Nc2cc(C)on2)cc1,4,2,-4,2,35,4,13,12,1.3,6
O=C(CN1C(=O)c2ccccc2S1(=O)=O)NC1CCCCC1,-7,-8,nt,7,-6,nt,-2,2,0.6,-2
COc1ccc(N2CCN(C(c3cccs3)C(C)NC(=O)c3ccc4c(c3)OCO4)CC2)cc1 (stereo not drawn),-1,-2,-55,-12,-6,55,-3,1,-0.6,-1
Cc1nc2nc(SCC(=O)O)nn2c(C)c1Cc1c(F)cccc1Cl,1,8,9,-6,1,-9,1,1,-0.2,4
Cc1ccc(Cn2ncc3c(NCCCN(C)C)ncnc32)cc1,7,0,22,-14,5,-22,-9,0,0.1,0
Cc1ccc(OCC(=O)N2CCN(C(=O)c3ccncc3)CC2)cc1,4,0,-5,-16,nt,5,-6,-1,-3.9,8
COc1ccccc1NS(=O)(=O)c1cc(NC(=O)C2CCCC2)ccc1N1CCOCC1,1,-12,-4,8,21,4,nt,-1,-0.3,-4
CCc1ccc2nc3c(c(C(=O)O)c2c1)CCC3,-7,0,8,0,-9,-8,-4,-2,-0.5,-1
Cc1noc(C)c1COc1ccc(C(=O)OC(C)C(=O)Nc2ccc(N3CCOCC3)cc2)cc1 (stereo not drawn),-4,-1,-33,0,-3,33,7,nt,-0.7,-2
CC(Sc1nnnn1C1CCCC1)C(=O)Nc1cccc(S(=O)(=O)N2CCOCC2)c1 (stereo not drawn),7,-8,-15,2,1,15,8,-1,-0.7,-3
Fc1ccc(-c2nc3c(Cl)cc(C(F)(F)F)cn3c2Cl)cc1,9,-9,-9,-11,nt,9,-6,nt,-0.6,0
CN1CCN(CCCNc2c(C=O)c(=O)[nH]c3ccccc23)CC1,-4,2,13,-11,nt,-13,0,5,-0.1,-1
O=C(CC1NCCN(Cc2ccccc2)C1=O)Nc1ccccc1 (stereo not drawn),nt,1,12,-16,nt,-12,-4,1,-0.6,nt
Cc1nc(SCC(N)=O)[nH]c(=O)c1CCC(C)C,3,-1,-19,-3,17,19,-14,nt,-1.3,3
Cc1ccc(N=Nc2c(C)[nH][nH]c2=O)c(C)c1,-5,-10,9,4,-2,-9,11,5,1.0,-2
CCOc1ncccc1C(=O)OCC(=O)c1ccc[nH]1,-3,-2,-55,-17,-4,55,9,-2,4.2,6
Cc1cc(C(=O)N/N=C/c2cc(Cl)cc([N+](=O)[O-])c2O)c2ccccc2n1,5,-16,-8,4,-12,8,15,-4,-1.1,0
CCN(C(=O)COC(=O)/C=C/c1cccc([N+](=O)[O-])c1)c1c(N)n(Cc2ccccc2)c(=O)[nH]c1=O,0,-2,-2,-8,nt,2,-8,1,0.8,13
O=C(Nc1ccccc1)/C(=C\c1cccs1)NC(=O)c1ccccc1,-2,-3,14,10,7,-14,-3,3,-0.3,0
CCOC(=O)c1c(C)[nH]c(C(=O)OCc2c(C)noc2C)c1C,0,-8,-21,-12,nt,21,-4,-1,0.9,2
Cc1cc(C)cc(N(CC(=O)Nc2ccccc2)C2=NC3CS(=O)(=O)CC3S2)c1 (stereo not drawn),9,-5,11,11,nt,-11,7,-2,-1.5,4
CN1CCCN(C(=O)Cc2c(Cl)cccc2Cl)c2nc3ccccc3nc21,-2,-2,-16,-1,-11,16,-2,-2,-0.1,-1
CCOc1[nH]n(-c2ccccc2)c(=O)c1C=Nc1ccccc1,-3,-2,-44,-8,-16,44,-7,-5,-0.9,13*
# New compounds follow.
SMILES,cardiac RTF act,dFosB activator,SR-BI uptake up,PvdQ acylase,MITF TRPM1 HTS,SR-BI HDL uptake,Rtt109 Vps75,Wnt act,CDK5 inh,HTR5A ag
CN1CCN(Cc2nc3c(c(=O)n(C)c(=O)n3C)n2Cc2cccc3ccccc23)CC1,1,-10,13,-16,21,-13,7,1,-0.3,-1
CC(NC(=O)CCSCc1ccccc1F)c1ccccc1 (stereo not drawn),3,-3,7,-17,45,-7,4,7,0.8,0
O=C(c1ccc2ccccc2c1)N1CCOCC1,6,4,17,-14,10,-17,-3,-1,-0.9,-2
Cc1ccccc1NC(=O)C1CCN(c2cnccn2)CC1,-2,1,11,-9,-12,-11,-11,nt,-0.1,-1
COc1cc(C(=O)NCCc2ccccc2)ccc1OCC(=O)N1CCOCC1,-5,-6,-1,5,2,1,-3,-1,-0.5,2
CNC(=O)C1=C(C)Nc2nc3ccccc3n2C1c1cccc(OC)c1 (stereo not drawn),14,-9,16,-22,-1,-16,1,-1,-4.4,3
COc1ccc(NC(=O)CCCC(=O)c2ccccc2)cc1,-3,0,nt,-2,-5,nt,-6,4,0.3,2
O=S(=O)(Nc1cccc(-c2ccc(N3CCCCCC3)nn2)c1)c1ccc(F)cc1,0,-15,-16,-1,63,16,2,17,-0.5,3
COc1ccc(-n2cnnc2SCC(=O)Nc2cccnc2Cl)cc1,0,-2,11,-3,5,-11,-1,-1,-0.2,-3
CCCc1cc(=O)[nH]c(SCC(=O)Nc2cccc(S(=O)(=O)N3CCCCC3)c2)n1,-2,-6,-26,-19,-2,26,2,4,-3.9,-4
